# TDP2 absorb = TDP2 (human) inhibition, absorbance primary screen | O95551 | recombinant TDP2, T5PNP hydrolysis, p-nitrophenol absorbance 415 nm | inhibition, % at 12.8 µM | 370,000 tested, 0.34% active | AID 720702;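 active = inhibition above the mean of all tested compounds plus 3 SD, set per campaign, cut at about 25% in these data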;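 also: 0% = DMSO with enzyme and 100% = buffer with substrate but no TDP2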
# Target sequence (O95551 whole entry, looked up): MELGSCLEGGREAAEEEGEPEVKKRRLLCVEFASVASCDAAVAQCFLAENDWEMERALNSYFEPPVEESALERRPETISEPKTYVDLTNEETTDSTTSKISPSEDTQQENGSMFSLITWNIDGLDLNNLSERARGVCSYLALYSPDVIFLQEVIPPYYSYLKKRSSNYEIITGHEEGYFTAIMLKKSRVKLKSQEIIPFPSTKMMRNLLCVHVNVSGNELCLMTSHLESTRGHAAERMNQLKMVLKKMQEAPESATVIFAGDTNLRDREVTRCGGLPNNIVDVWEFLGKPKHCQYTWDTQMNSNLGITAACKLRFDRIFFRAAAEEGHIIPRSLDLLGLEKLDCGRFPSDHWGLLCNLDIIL
#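 System: recombinant human TDP2 / Amount: 120 nM TDP2 per well / Also added: 5 mM T5PNP chromogenic substrate / Doses: 12.8 µM single point, 1% DMSO / Incubation: 2 h at 37 °C / Detection: p-Nitrophenol epi absorbance / Evaluation: % inhibition relative to enzyme-containing and enzyme-free wells / Repeats: singlicate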
# Rev-erbA mod = modulates human Rev-erb alpha binding to DNA; P20393; Rev-erbα–FITC-DNA binding, fluorescence polarization, 90 min; activity, % at 10 µM; 370,000 tested, 0.79% active;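 active = activity above about 14%, limit read from the data; passing the limit was not always enough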;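 also: 0% = DMSO wells with 35 nM protein and 100% = DMSO wells with 750 nM protein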
# mABHD4 FP = ABHD4 (mouse) inhibition, primary FP screen | Q8VD66 | purified mABHD4, FP-Rh probe fluorescence polarization | inhibition, % at 8.92 µM | 370,000 tested, 0.54% active | AID 720543;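 active = inhibition exceeding the mean over every tested compound plus 3 SD, cut at about 30% in these data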;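 also: 0% = plate median of compound wells and 100% = S159A mutant with DMSO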
#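 Assay system: wild-type mouse ABHD4 protein; compound: single nominal dose of 8.92 µM, 0.89% DMSO final; schedule: 45 min + 60 min at 25 °C; measured by: FP readout, ex 525 nm / em 598 nm; evaluation: % inhibition of FP-Rh probe binding versus controls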
# LEDGF integ inh = blocks HIV-1 LEDGF/p75-dependent DNA integration; TR-FRET IN-LEDGF/p75 DNA integration, Eu/Cy5; inhibition, % at 3.7 µM; 370,000 tested, 0.64% active; AID 743269;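 active = inhibition above the screen-wide mean plus 3 SD, cut at about 13% in these data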;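 also: signal is the Cy5 over europium emission ratio at 671 and 618 nm; 0% = plate median of compound wells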
# HTRA1 inh = inhibitors of human serine peptidase HTRA1; recombinant HTRA1, FP-rhodamine activity-based probe, fluorescence polarization; AID 504803; inhibition, % at 5.96 µM; 340,000 tested, 0.5% active; in the data active = inhibition above about 36%;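 also: 0% = enzyme with DMSO and 100% = wells lacking enzyme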
# Target sequence (Q92743 whole entry, looked up): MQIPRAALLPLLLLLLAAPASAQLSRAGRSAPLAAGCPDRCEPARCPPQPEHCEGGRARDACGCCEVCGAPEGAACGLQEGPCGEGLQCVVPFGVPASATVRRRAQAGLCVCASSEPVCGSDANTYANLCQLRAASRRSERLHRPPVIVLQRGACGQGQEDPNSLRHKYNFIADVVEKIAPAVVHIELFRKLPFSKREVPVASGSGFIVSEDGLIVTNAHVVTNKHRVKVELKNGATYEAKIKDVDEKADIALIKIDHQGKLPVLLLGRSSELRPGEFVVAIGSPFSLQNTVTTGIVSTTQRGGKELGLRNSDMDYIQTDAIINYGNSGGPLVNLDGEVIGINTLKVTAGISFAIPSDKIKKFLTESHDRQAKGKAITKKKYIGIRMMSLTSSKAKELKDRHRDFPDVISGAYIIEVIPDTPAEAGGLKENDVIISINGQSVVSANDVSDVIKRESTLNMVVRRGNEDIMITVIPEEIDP
# rCAG binder = r(CAG) repeat RNA binding. TO-PRO-1 dye displacement fluorescence. inhibition, % at 3 µM. 370,000 tested, 1.3% active;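 active = inhibition above the plate cutoff, the mean of all test compounds on that plate plus 3 SD, cut at about 35% in these data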;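 also: 0% = DMSO alone and 100% = 100 µM mitoxantrone as full dye displacement; higher means more dye released from RNA so lower well fluorescence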
# PRMT1 FP inh = inhibitors of human PRMT1; 370,000 tested, 1.3% active; Q99873; AID 652257; recombinant PRMT1, activity-based probe fluorescence polarization; inhibition, % at 2.79 µM;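 active = inhibition above about 21% made by adding two undisclosed values, limit read from the data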
# SIAE inh = human SIAE inhibition, primary screen | SIAE FP-Rh probe binding, fluorescence polarization | 370,000 tested, 0.69% active | Q9HAT2 | inhibition, % at 9.66 µM;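 active = inhibition above a cutoff: mean of compounds within the control limits plus 3 SD of those, cut at about 17% in these data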;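 also: 0% = plate median of compound wells and 100% = probe without SIAE protein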
# TCR-CD3 inh = human TCR-CD3 binding inhibition. TAMRA-labeled TCR probe fluorescence, biochemical. inhibition, % at 9.4 µM. 360,000 tested, 0.37% active. AID 651800; in the data active = inhibition above about 19%;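 also: recombinant mutant TCR 2C K166C tagged with TAMRA read by polarization; 0% = receptor in buffer alone and 100% = receptor with positive control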
# PG9 binder = binds the HIV-1 gp120 antibody PG9; TR-FRET gp120-PG9 antibody binding; inhibition, % at 6.7 µM; 360,000 tested, 0.43% active; AID 624416; in the data active = inhibition above about 8.5%
# * = called active by the depositor; x = not tested or not shown. An excerpt; count on the stated rates, not on these rows.
SMILES,TDP2 absorb,Rev-erbA mod,mABHD4 FP,LEDGF integ inh,HTRA1 inh,rCAG binder,PRMT1 FP inh,SIAE inh,TCR-CD3 inh,PG9 binder
CCOc1ccc(OCCC(=O)OCC(=O)N2CCN(S(=O)(=O)c3ccc(C)cc3C)CC2)cc1,8,-4,1,2,-5,4,1,1,2,-1.3
COc1ccc(S(=O)(=O)N2CCCC2C(=O)Nc2nnc(-c3cccnc3)s2)cc1 (stereo not given),2,-1,-3,3,-2,8,6,0,6,0.6
COC(=O)Nc1nnc(CC(=O)Nc2ccccc2C)s1,8,-2,-4,0,-3,-2,3,2,-2,0.3
O=C(CSc1ncnc2sccc12)NCc1ccc2c(c1)OCO2,-14,4,1,-6,-4,5,1,-2,-7,0.6
Cc1ccccc1OCC(=O)Nc1sc2c(c1C#N)CC(C)(C)NC2(C)C,-6,-1,-7,7,-5,-3,-7,-1,-10,-0.1
CC(C)c1ccc(NC(=O)c2cccnc2)cc1,2,-2,-2,-1,-7,-2,-1,8,6,-1.0
CCOc1ccc(Cl)cc1-c1cc(C(=O)NCc2cc(C(F)(F)F)cc(C(F)(F)F)c2)[nH]n1,-5,1,-8,3,x,-2,-1,-36,-9,-2.9
O=C(COC(=O)Cc1ccc(Cl)cc1Cl)Nc1ccc(OC(F)F)cc1,2,7,1,-2,-9,-6,-1,-2,-3,-0.5
O=C(/C=C/c1ccco1)NC(=S)Nc1cccc(-c2nc3ccccc3o2)c1,8,1,-5,1,-58,35*,10,-9,0,0.2
Cc1c(NC(=O)c2cn3ccccc3n2)cccc1-n1cnnn1,11,4,1,1,1,1,-1,3,3,-2.0

# Ordered by the number under LEDGF integ inh (falling): 3 from the list above
molecule,TDP2 absorb,Rev-erbA mod,mABHD4 FP,LEDGF integ inh,HTRA1 inh,PRMT1 FP inh,SIAE inh,TCR-CD3 inh,PG9 binder
CCOc1ccc(OCCC(=O)OCC(=O)N2CCN(S(=O)(=O)c3ccc(C)cc3C)CC2)cc1,8,-4,1,2,-5,1,1,2,-1.3
O=C(/C=C/c1ccco1)NC(=S)Nc1cccc(-c2nc3ccccc3o2)c1,8,1,-5,1,-58,10,-9,0,0.2
O=C(COC(=O)Cc1ccc(Cl)cc1Cl)Nc1ccc(OC(F)F)cc1,2,7,1,-2,-9,-1,-2,-3,-0.5

# (further entries)
SMILES,TDP2 absorb,Rev-erbA mod,mABHD4 FP,LEDGF integ inh,HTRA1 inh,rCAG binder,PRMT1 FP inh,SIAE inh,TCR-CD3 inh,PG9 binder
COc1ccc(CCNC(=O)COc2ccc3c(C)cc(=O)oc3c2)cc1,-8,8,-4,-3,-4,5,0,-4,-3,0.8
COC(=O)C(C)Sc1nc2c(cnn2-c2ccc(Cl)cc2)c(=O)[nH]1 (stereo not given),-29,3,-10,5,-2,5,-2,-7,6,-1.2
Cc1nn(-c2ccc(N3CCOCC3)nn2)c(C)c1CCC(=O)NCc1ccc(F)cc1,-8,-1,1,0,3,-5,-8,-5,8,-1.3
COc1ccc(-n2ncc3c(SCC(=O)OC(C)C)ncnc32)cc1,-11,-4,-1,1,-5,-1,-1,-7,-2,2.0
Cc1cc([N+](=O)[O-])ccc1N,-9,8,-2,-2,-2,1,-2,2,-7,1.5
Cc1ccc(-c2c3c(=O)n(C)c(=O)n(C)c3cn2Cc2ccccc2)cc1,0,-10,9,-2,-3,4,4,5,0,-1.3
Cc1cc(Nc2cc(C(=O)O)ccc2C)n2ncnc2n1,-2,-7,-1,-2,3,0,-1,-9,3,-1.0
CCOC(=O)C1CCN(C(=O)Nc2ccc(OC(F)(F)F)cc2)CC1,-23,5,-9,1,-2,-5,-3,-10,10,-3.0
c1ccc2c(c1)ncn2-c1ncnc2sc3c(c12)CCCC3,1,-1,1,1,-7,-4,-1,1,8,-0.3
Cc1cc(C)cc(NC(=O)Nc2cnccn2)c1,10,-1,-2,0,3,2,1,-7,5,-2.6
COc1ccc(NC(=O)c2cc(C3CCCCN3C(=O)C3CCCCC3)on2)c(C)c1 (stereo not given),-9,-8,-8,-4,x,0,0,-6,0,0.1
O=C(C1CCCC1)N1CCC(CO)(Cc2ccccc2Cl)CC1,13,7,7,-1,-3,-8,-1,1,4,-1.0
CCC1(c2ccc(F)cc2)NC(=O)N(CC(=O)N2CCN(C(=O)c3ccco3)CC2)C1=O (stereo not given),-5,-1,3,0,2,2,0,-7,3,-1.3
Cc1ccc(C(=O)c2ccccc2C(=O)OCC(=O)Nc2cccc([N+](=O)[O-])c2)cc1,1,-5,3,2,-26,5,1,-7,1,-0.5
Cc1ccc(NC(=O)CCc2c[nH]c3ccccc23)nc1,-6,5,-11,2,-3,2,4,8,-5,0.6
Cc1ccc(Nc2cnn(C34CC5CC(CC(CC(=O)O)(C5)C3)C4)c(=O)c2Cl)c(Cl)c1,12,1,-5,0,2,1,-4,0,0,-0.8
O=C(/C=C\Nc1cccc(F)c1)c1ccc2c(c1)OCO2,8,0,-2,2,-11,5,-3,-1,7,1.1
CC1(NC(=O)c2cc(Cl)nc3ccccc23)CCS(=O)(=O)C1 (stereo not given),-4,3,7,-3,0,10,1,3,2,-0.7
Cc1ccc(NC(=O)CSc2nc3c(c(=O)[nH]2)CN(Cc2ccc(F)cc2)CC3)cc1C,-6,6,-4,3,-28,27,1,0,-4,0.7
O=C(CCCn1c(=O)[nH]c2cc(Cl)ccc2c1=O)NCCCN1CCCC1,6,4,-2,0,7,-2,-2,1,-3,1.3
O=C(NCC1CCCO1)C1CCC(=O)N1Cc1ccc(F)cc1 (stereo not given),-1,-6,0,-2,0,0,-1,2,-6,2.8
CCN(C(=O)CSc1nnc(Nc2ccc(OC)cc2)s1)C1CCS(=O)(=O)C1 (stereo not given),5,-3,6,-4,5,2,3,7,1,-0.9
CN1CCN(C(=S)SCc2nc(N)nc(Nc3ccc(F)cc3)n2)CC1,-4,-5,0,-3,-6,0,0,-3,0,-3.2
O=S(=O)(c1ccccc1)c1nc(-c2ccco2)oc1Nc1ccccc1,10,2,4,3,-27,5,5,-2,-2,-0.1
C=CCOn1c(=O)c(-c2ccc(OC)c(OC)c2)[n+]([O-])c2ccccc21,-5,0,6,1,4,2,6,3,-13,3.4
O=C1CCCC2=C1C1(CCCCC1)N=C(Nc1nc3ccccc3s1)N2,1,0,-3,0,4,0,2,-1,-5,0.0
COc1cccc(-c2nn[nH]n2)c1O,-10,-7,5,-1,6,1,-3,9,8,-1.9
Cc1ccc2c(c1)C1(SC(C)C(=O)N1c1ccc(Cl)cc1)C(=O)N2 (stereo not given),-2,0,-3,-2,x,1,-4,4,2,-2.1
COC(=O)CCC(=O)OC1(C)C(=O)C=C2C=C3CCCN3C=C2C1=O (stereo not given),8,-8,12,8,6,10,2,8,9,-1.8
Cc1ccnc(NC(=O)CC(c2ccccc2)c2ccccc2)n1,7,-7,-6,3,-3,1,-1,4,-6,0.8
CCOC(=O)c1sc(N/N=C/c2ccc(N(C)C)cc2)nc1C,-18,-5,32*,4,18,14,-4,12,-6,-2.2
O=C(COc1ccccc1O)Nc1ccc(Cl)cc1,-10,3,-14,-2,-6,4,4,5,5,-2.8
COc1ccc(NC(=O)CN(C)C(=O)C2CC(=O)N(c3cccc4ccccc34)C2)cc1 (stereo not given),-2,-2,9,-3,0,6,2,1,3,-0.2
Cc1ccccc1CN(C)CC(=O)Nc1ccccc1-c1ccccc1,-6,6,-5,-2,-38,-4,0,5,-1,0.1
COCCCNC(=O)CSc1nnc(-c2ccncc2)n1-c1ccc(OC)cc1,-3,-3,2,1,x,0,2,-1,x,x
O=C(Nc1ccccc1NC(=O)c1ccccc1F)c1ccccc1F,-2,1,1,2,-5,-1,1,-4,-1,-2.4
O=C(CN1C(=O)C(=O)c2ccccc21)NCCc1ccccc1,8,-1,1,-3,0,9,4,9,7,1.5
O=C(Nc1ccc(Cl)cc1)c1csc(-c2ccncc2)n1,8,-1,-11,-3,-13,-3,0,-3,7,-1.3
OC(c1ccccc1)c1nc(-c2cnc3ccccc3c2)cs1 (stereo not given),-1,-5,-23,-2,x,16,0,-8,1,0.6
C=CCNC(=S)N/N=C/c1cn(C)c2ccccc12,17,0,9,3,x,7,-1,14,-4,-2.8
COc1cc(-c2ccc(NC(=O)CN3CCC(C)CC3)c(OC)c2)ccc1NC(=O)CN1CCC(C)CC1,-5,13,3,3,-2,0,-2,10,7,-2.3
Cc1ccc(/C=N/n2c(-c3ccncc3)n[nH]c2=S)o1,5,1,1,-1,-1,0,0,9,5,0.1
O=C(OCC(=O)N1CCOCC1)c1ccccc1OCc1ccccc1,-3,-2,-4,-1,3,-3,1,5,-7,2.6
Cc1ccc(-c2cc(C(=O)N/N=C/c3ccccc3O)n[nH]2)o1,-18,0,16,-5,-15,7,-2,0,-1,-5.1
O=C(Nc1ccc2c(c1)OCO2)c1cc2n(n1)C(C(F)(F)F)CC(c1ccccc1)N2 (stereo not given),9,0,1,1,-1,0,1,-2,5,1.3
CC[C@@H]1C=C(C(=O)O)[C@H](c2ccc(Br)cc2)N1S(=O)(=O)c1ccc(C)cc1,1,9,-7,3,2,27,4,-3,0,0.9

# 5 records picked at random from those above:
SMILES,TDP2 absorb,Rev-erbA mod,mABHD4 FP,LEDGF integ inh,HTRA1 inh,rCAG binder,PRMT1 FP inh,SIAE inh,TCR-CD3 inh,PG9 binder
Cc1ccc(-c2cc(C(=O)N/N=C/c3ccccc3O)n[nH]2)o1,-18,0,16,-5,-15,7,-2,0,-1,-5.1
Cc1ccc(/C=N/n2c(-c3ccncc3)n[nH]c2=S)o1,5,1,1,-1,-1,0,0,9,5,0.1
O=C(Nc1ccc2c(c1)OCO2)c1cc2n(n1)C(C(F)(F)F)CC(c1ccccc1)N2 (stereo not given),9,0,1,1,-1,0,1,-2,5,1.3
O=C(OCC(=O)N1CCOCC1)c1ccccc1OCc1ccccc1,-3,-2,-4,-1,3,-3,1,5,-7,2.6
COc1cc(-c2ccc(NC(=O)CN3CCC(C)CC3)c(OC)c2)ccc1NC(=O)CN1CCC(C)CC1,-5,13,3,3,-2,0,-2,10,7,-2.3

# High-throughput results deposited in PubChem by several laboratories.
